Source: PubChem (several laboratories)
CRFR2-BP ag – agonists of CRF-BP/CRF-R2 complex, primary screen, cell-based, HEK293, calcium dye fluorescence, uHTS; CRF-binding protein / CRF receptor 2 complex (human); calcium dye fluorescence (FLIPR); percent of saturating CRF peptide response; activation, % at 13.2 µM; 350,000 compounds, 0.46% hits; AID 588473, 2011;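 active = activation of at least 50%, plus an integration ratio under a set limit after plate pattern correction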;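 also: plate controls were neutral control wells without compound for no effect and CRF at EC100 for full effect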
M4 PAM – human M4 muscarinic receptor positive allosteric modulators, primary screen, CHO-K1 cells, Fluo-8 calcium fluorescence; Muscarinic acetylcholine receptor M4 (Homo sapiens), P08173; CHO-K1 hM4/Gqi5, ACh EC20; 0% = ACh EC20, 100% = maximal ACh; activation, % at 3 µM; 360,000 compounds, 0.4% hits; AID 624126, 2012;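 active = activation above its plate's cutoff, the mean activation of sample wells plus 3 SD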; also: some results filed as inactive read as strong as hits
M1 antag – human M1 muscarinic receptor antagonists, primary screen, CHO-K1 cells, Fluo-8 calcium fluorescence, 1536-well | inhibition, % at 3 µM | Muscarinic acetylcholine receptor M1 (Homo sapiens), P11229 | 360,000 compounds, 1.3% hits | CHO-K1 hM1, ACh EC80 antagonist | AID 588852, 2011;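 active = percent inhibition above its own plate's cutoff, namely the mean of that plate's compound wells plus 3 SD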;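 also: peak over basal fluorescence ratio during 140 s after agonist addition; 0% = ACh EC80 plus DMSO and 100% = DMSO alone without agonist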
Target sequence (P11229 whole entry, looked up): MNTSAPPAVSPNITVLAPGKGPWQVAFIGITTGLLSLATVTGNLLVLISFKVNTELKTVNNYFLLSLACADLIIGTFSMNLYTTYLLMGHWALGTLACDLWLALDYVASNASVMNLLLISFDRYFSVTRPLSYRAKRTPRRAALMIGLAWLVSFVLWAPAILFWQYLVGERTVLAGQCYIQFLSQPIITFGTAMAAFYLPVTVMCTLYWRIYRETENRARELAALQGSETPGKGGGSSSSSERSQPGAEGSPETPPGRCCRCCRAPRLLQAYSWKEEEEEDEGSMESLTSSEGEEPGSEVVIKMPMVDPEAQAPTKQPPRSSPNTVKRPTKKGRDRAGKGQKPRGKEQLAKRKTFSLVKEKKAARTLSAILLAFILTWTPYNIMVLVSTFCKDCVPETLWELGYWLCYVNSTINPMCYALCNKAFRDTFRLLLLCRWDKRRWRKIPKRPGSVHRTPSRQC
CHRM5 antagonist – human M5 muscarinic receptor antagonists, primary screen, CHO cells, Fluo-8 calcium fluorescence | Muscarinic acetylcholine receptor M5 (Homo sapiens), P08912 | CHO-hM5 cells, ACh EC80 | inhibition, % at 3 µM | 360,000 compounds, 0.59% hits | AID 624040, 2012;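 active = inhibition above a per-plate cutoff, the mean of that plate's test compounds plus 3 SD, cut at about 27% in these data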;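 also: 0% = acetylcholine EC80 with DMSO and 100% = DMSO without agonist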
Target sequence (P08912 whole entry, looked up): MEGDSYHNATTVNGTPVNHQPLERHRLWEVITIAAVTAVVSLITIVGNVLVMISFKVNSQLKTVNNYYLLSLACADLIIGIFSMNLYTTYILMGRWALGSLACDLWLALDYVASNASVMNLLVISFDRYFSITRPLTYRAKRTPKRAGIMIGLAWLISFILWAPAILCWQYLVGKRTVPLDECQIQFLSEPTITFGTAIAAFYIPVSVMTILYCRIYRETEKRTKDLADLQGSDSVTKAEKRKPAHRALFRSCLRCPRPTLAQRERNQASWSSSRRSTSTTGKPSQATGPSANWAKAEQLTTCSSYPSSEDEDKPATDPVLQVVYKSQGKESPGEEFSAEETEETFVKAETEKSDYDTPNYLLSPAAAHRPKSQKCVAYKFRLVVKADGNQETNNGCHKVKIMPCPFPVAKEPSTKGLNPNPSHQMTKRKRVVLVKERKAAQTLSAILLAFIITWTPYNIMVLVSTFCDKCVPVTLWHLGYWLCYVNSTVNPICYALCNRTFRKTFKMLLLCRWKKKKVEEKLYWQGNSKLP
CHRM5 agonist – human M5 muscarinic receptor agonists, primary screen, CHO-K1 cells, Fluo-8 calcium fluorescence. CHO-K1 hM5 cells; 0% DMSO wells, 100% maximal acetylcholine response. 360,000 compounds, 0.19% hits. AID 624037, 2012. activation, % at 3 µM. Muscarinic acetylcholine receptor M5 (Homo sapiens), P08912;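 active = activation above the run's mean over test compounds plus 3 SD, cut at about 23% in these data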;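 also: signal is peak over basal fluorescence ratio across the kinetic read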
M4 antag – human M4 muscarinic receptor antagonists, primary screen, CHO cells, Fluo-8 calcium fluorescence | 360,000 compounds, 0.73% hits | Muscarinic acetylcholine receptor M4 (Homo sapiens), P08173 | inhibition, % at 3 µM | AID 624125, 2012 | CHO-hM4 cells, ACh EC80;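 active = inhibition above its plate's cutoff, the mean inhibition of sample wells plus 3 SD, cut at about 27% in these data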;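 also: 0% = acetylcholine EC80 with DMSO and 100% = DMSO without agonist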
M5 PAM – human M5 muscarinic receptor positive allosteric modulators, primary screen, CHO-K1 cells, Fluo-8 calcium fluorescence. Muscarinic acetylcholine receptor M5 (Homo sapiens), P08912. CHO-K1 hM5, ACh EC20 PAM; 0% = ACh EC20, 100% = ACh EC100. activation, % at 3 µM. 360,000 compounds, 0.3% hits. AID 624038, 2012;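 active = activation above the run cutoff, the mean activation of all test compounds plus 3 SD, cut at about 18% in these data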
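System: CHO-K1 cell line with stable human muscarinic M5 receptor expression | Also added: EC20 acetylcholine as agonist stimulus | Compound: One concentration, 3 µM final (nominal) | Timing: Fluo-8 loading 80 min at 37 °C plus 30 min room temperature | Measured by: Fluo-8 calcium dye fluorescence, kinetic read | Read-out basis: % activation, ACh-normalized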
CHRM1 PAM – human M1 muscarinic receptor positive allosteric modulators, primary screen, CHO-K1 cells, Fluo-8 calcium fluorescence, 1536-well. Muscarinic acetylcholine receptor M1 (Homo sapiens), P11229. AID 588819, 2011. CHO-K1 hM1, ACh EC20; 0% = ACh EC20, 100% = maximal ACh. activation, % at 3 µM. 360,000 compounds, 0.088% hits; in the data active = activation above about 19%, passing the limit was not always enough
M4 ag – human M4 muscarinic receptor agonists, primary screen, CHO-K1 cells, Fluo-8 calcium fluorescence | activation, % at 3 µM | 360,000 compounds, 0.14% hits | Muscarinic acetylcholine receptor M4 (Homo sapiens), P08173 | AID 624127, 2012 | CHO-K1 hM4/Gqi5; vehicle 0%, full acetylcholine response 100%;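 active = activation above the run mean over all test wells plus 3 SD, cut at about 32% in these data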;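 also: peak over basal fluorescence ratio per well then scaled between controls; 0% = DMSO wells and 100% = acetylcholine at EC100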
The depositor's hits bear a star; / = no result given; & = joins results of further samples.

The opening 6 entries, to show the layout:
SMILES	CRFR2-BP ag	M4 PAM	M1 antag	CHRM5 antagonist	CHRM5 agonist	M4 antag	M5 PAM	CHRM1 PAM	M4 ag
COC(C(=O)Nc1ccc(S(=O)(=O)Nc2cccc3ccccc23)cc1)c1ccccc1 (stereo not given)	1.2	-5	-3	8	6	0	-7	5	10
OC1CCC(Nc2ncnc3sccc23)CC1 (stereo not given)	-1.4	7	-18	6	-2	-20	0	11	1
O=C(NC(=S)Nc1cccc2[nH]ncc12)c1ccccc1	-1.0	0	-7	-6	9	-5	6	5	1
Cc1ccc(C)c(S(=O)(=O)N2CC(=O)N(CCc3ccccc3)C(=O)C2)c1	6.2	-14	2	-5	-5	-18	-9	1	-1
O=C1N=c2ccccc2=C1c1sc(=S)n(Cc2ccccc2Cl)c1O	-0.7	-3	5	6	-4	11	-2	-4	0
CC(=O)C1=C(O)C(=O)N(Cc2cccnc2)C1c1ccc(Cl)cc1 (stereo not given)	0.2	-4	0	7	1	6	-4	-5	0

The list itself, repeating the preview:
SMILES	CRFR2-BP ag	M4 PAM	M1 antag	CHRM5 antagonist	CHRM5 agonist	M4 antag	M5 PAM	CHRM1 PAM	M4 ag
COC(C(=O)Nc1ccc(S(=O)(=O)Nc2cccc3ccccc23)cc1)c1ccccc1 (stereo not given)	1.2	-5	-3	8	6	0	-7	5	10
OC1CCC(Nc2ncnc3sccc23)CC1 (stereo not given)	-1.4	7	-18	6	-2	-20	0	11	1
O=C(NC(=S)Nc1cccc2[nH]ncc12)c1ccccc1	-1.0	0	-7	-6	9	-5	6	5	1
Cc1ccc(C)c(S(=O)(=O)N2CC(=O)N(CCc3ccccc3)C(=O)C2)c1	6.2	-14	2	-5	-5	-18	-9	1	-1
O=C1N=c2ccccc2=C1c1sc(=S)n(Cc2ccccc2Cl)c1O	-0.7	-3	5	6	-4	11	-2	-4	0
CC(=O)C1=C(O)C(=O)N(Cc2cccnc2)C1c1ccc(Cl)cc1 (stereo not given)	0.2	-4	0	7	1	6	-4	-5	0
COC(=O)CNc1c(-c2ccccn2)nc2ccc(Br)cn12	1.2	2	0	-8	0	-3	5	-1	0
COc1ccc(CNC(=O)c2c(N)n(CCCN3CCOCC3)c3nc4ccccc4nc23)cc1	-0.3	-6	7	9	2	20	1	2	19
O=C(N/N=C/C=C\c1ccco1)c1cccs1	2.5	11	18	13	-3	-17	-5	-10	1
COc1ccc2c(c1)c(C(C)=O)c(C)n2-c1ccc(C(C)=O)cc1	-0.2	2	-6	7	0	3	-4	6	1
COc1ccc(C(=O)Nc2ccccc2N2CCN(C(=O)c3ccccc3)CC2)cc1Br	-0.4	-8	35*	-3	1	7	-6	-14	15
Cc1ccccc1CSc1nnc(-c2cnccn2)n1C	0.7	0	8	-11	-2	0	11	-3	1

Some entries already given, limited to CRFR2-BP ag and CHRM1 PAM.
Structure	CRFR2-BP ag	CHRM1 PAM
Cc1ccc(C)c(S(=O)(=O)N2CC(=O)N(CCc3ccccc3)C(=O)C2)c1	6.2	1
CC(=O)C1=C(O)C(=O)N(Cc2cccnc2)C1c1ccc(Cl)cc1 (stereo not given)	0.2	-5
O=C1N=c2ccccc2=C1c1sc(=S)n(Cc2ccccc2Cl)c1O	-0.7	-4

Following part
SMILES	CRFR2-BP ag	M4 PAM	M1 antag	CHRM5 antagonist	CHRM5 agonist	M4 antag	M5 PAM	CHRM1 PAM	M4 ag
COc1cccc(CN2CCC2(C)C(=O)Nc2cccc3cccnc23)c1OC (stereo not given)	/	-4	0	8	-4	-2	-7	-11	2
COc1ccc(OC)c(NC(=O)CN2C(=O)NC3(CCOc4ccccc43)C2=O)c1 (stereo not given)	-1.3	-1	10	7	-6	4	-19	-7	1
CCOC(=O)c1ccc(COC(=O)CNS(=O)(=O)c2ccccc2)cc1	-0.2	3	-11	9	-1	-1	-5	8	4
COc1ccc(CCNc2nc(-c3cccc(NC(C)=O)c3)cs2)cc1OC	-0.2	-3	8	0	6	4	0	2	7
O=C(Nc1ccccc1C(=O)O)c1ccc2ccccc2n1	2.3	6	-14	3	0	2	-1	5	-1
C#CCNC(=O)C1=C[C@H](C)C[C@H](OCc2ccc(CO)cc2)O1	-1.7	11	-13	7	4	0	2	9	0
COc1ccc(-n2cnnc2SCc2csc(-c3ccccc3)n2)cc1	-2.0	3	-10	-1	-3	2	1	9	1
COc1ccc(NS(=O)(=O)c2cc(NC(=O)/C=C/c3ccccc3OC)ccc2N2CCCCC2)cc1	2.8	3	-2	-7	-2	6	3	0	1
CCOc1ccc(NC(=O)CCCN2C(=S)NC(C)(C)CC2C)cc1 (stereo not given)	-1.9	-3	-9	-1	-2	-2	0	13	-1
COc1ccc(C(=O)Nc2cc(OCc3ccccc3)c(Cl)cc2Cl)cc1	6.3	9	-8	1	-3	-13	6	4	0
O=C(O)c1ccc(N(Cc2ccccc2)S(=O)(=O)c2ccccc2)cc1	0.1&-0.5	-4	16	2	-1	3	-2	-7	1
O=C(NC1CCCCC1)NC1(C(=O)NCCCN2CCOCC2)CCCCC1	6.2	-1	-11	-7	-2	-14	-5	-1	0
CCc1ncc(CO)n1Cc1cccc2ccccc12	0.1	6	-13	4	0	-21	1	9	1
CC1(C)OC(C)(C)/C(=C\c2ccc(OCC(N)=O)cc2)C1=O	-0.9	-6	9	5	7	1	-20	-6	20
CC(=O)N/C(=N/c1nc(C)cc(C)n1)Nc1ccc(C)cc1Cl	0.6	5	-12	8	-2	-28	1	10	4
CCCSC(=O)N(CC)CC(=O)Nc1c(CC)cccc1CC	-0.6	-3	-12	-3	-3	-1	3	8	0
COCCn1c(=S)[nH]c2cc(C(=O)N3CCC(C(N)=O)(N4CCCCC4)CC3)ccc2c1=O	-0.1	-2	-7	-2	1	7	1	-3	1
CC(C)NC(=O)COc1coc(CN2CCN(c3ccccc3F)CC2)cc1=O	0.5	-3	-12	0	0	-5	5	10	1
O=C(NCc1nc2ccccc2[nH]1)c1ccc(Cl)c(S(=O)(=O)N2CCCC2)c1	-0.3	-4	0	11	-3	1	-13	1	3
CCCc1nnc(NC(=O)CCC(=O)N2CCN(C3CCCC3)CC2)s1	3.0	-7	26	4	1	6	-9	-14	16
Cc1ccccc1CN1[C@@H]2c3ccccc3C[C@@H]2OCCS1(=O)=O	-2.7	-2	-8	1	-6	2	8	4	2
COc1ccccc1CNC(=O)C(=O)NCC1CCCO1 (stereo not given)	-2.0	3	-10	-4	0	17	-1	12	1
Nc1ccc(Oc2ccc([N+](=O)[O-])cc2[N+](=O)[O-])cc1	0.9	-7	-11	7	0	3	-2	18	0
CCC(C(=O)NC1CCCCC1)N(Cc1cccs1)C(=O)CCC(=O)Nc1cc(C)on1 (stereo not given)	-0.7	-2	-8	6	-2	-5	0	8	1
COc1ccc(C(=O)/C=C2/c3ccccc3CC(C)(C)N2C)cc1OC	0.0	-4	-3	-1	-3	5	-3	4	1
CCN(CC(=O)Nc1ccc(NC(C)=O)cc1)C(=O)CCCOc1cccc(C)c1	0.4	1	-6	13	4	-4	-6	11	6
C[C@H]1CNC(=O)c2c(C(=O)N3CCN(C(=O)OC(C)(C)C)CC3)ncn21	/	-4	18	7	2	2	-3	-6	1
O=C(NCC(=O)N1CCN(c2ccccc2O)CC1)c1ccc2ccccc2c1	-1.4	-5	13	11	-1	12	-8	-6	/
CC(C)N1CN(c2ccccc2)C(=S)N(c2ccccc2)C1	1.0	18*	-28	-1	8	-16	2	15	0
C=CCn1c(SCc2ccccc2)nc2scc(-c3ccc(C)o3)c2c1=O	-2.0	1	-5	-8	4	-3	8	2	0
Cc1ccc(-c2nc(-c3ccncc3)no2)cc1Cl	0.9	4	-21	-7	-7	4	7	14	1
O=C(NC(=S)Nc1cc(C(F)(F)F)ccc1Cl)c1ccccc1	5.1	10	-4	0	-1	5	0	6	-1
Cc1ccccc1-n1c(SCC(=O)O)nc2sc3c(c2c1=O)CCCC3	3.4	10	-12	-4	1	-10	1	7	0
CCOC(=O)N1CCN(C(=O)c2ccc3c(=O)n(CCc4ccccc4)c(=O)[nH]c3c2)CC1	0.5	-10	49*	1	-10	2	-9	-19	1
Cc1cc(C(=O)OCC(=O)Nc2sc3c(c2C#N)CCC(C)C3)c2ccccc2n1 (stereo not given)	2.1	7	-7	4	1	-2	5	7	1
CC(C)NC(=O)N(C)C[C@H]1OCCCC[C@@H](C)Oc2ccc(NC(=O)C3CCCCC3)cc2C(=O)N([C@H](C)CO)C[C@@H]1C	0.7	2	-5	1	0	-14	1	6	0
CCCCn1nc(NC(=O)COC)c2cc3ccc(C)cc3nc21	1.2	-4	-17	13	3	2	-5	21	-2
Cn1c(CCNC(=O)c2ccco2)nc2cc(NS(=O)(=O)c3ccccc3)ccc21	-1.2	1	0	3	-1	7	-4	3	3
Cc1cccc([C@@H]2[C@@H]3C(=O)N(Cc4ccccc4)C(=O)[C@@H]3[C@]3(Cc4ccc(Cl)cc4)C(=O)N(c4cccc(Cl)c4)C(=O)N23)c1	1.7	4	4	4	3	-3	0	-3	2
CCOC(=O)N1CCC(NC(=O)C2=C(C)C(=O)OC23CCC(C)CC3)CC1 (stereo not given)	-3.3	-5	0	3	4	-3	-4	-4	6
OCC1OC(n2cnc3c(NC4CCCCC4)ncnc32)C(O)C1O (stereo not given)	-0.8	13	-7	3	1	-9	5	23	2
CCCCCCCCC(=O)N/N=C(\C)c1cccnc1	1.9	1	-13	-4	-9	2	1	7	0
COc1ccc([C@@H]2[C@@H]3C(=O)N(C(C)(C)C)C(=O)[C@@H]3[C@]3(Cc4ccccc4)C(=O)N(c4ccc(C(F)(F)F)cc4)C(=O)N23)cc1	-0.6	-3	11	12	2	6	-5	-5	-1

An excerpt of these results, bar-delimited:
mol | CRFR2-BP ag | M4 PAM | M1 antag | CHRM5 antagonist | CHRM5 agonist | M4 antag | M5 PAM | CHRM1 PAM | M4 ag
CCC(C(=O)NC1CCCCC1)N(Cc1cccs1)C(=O)CCC(=O)Nc1cc(C)on1 (stereo not given) | -0.7 | -2 | -8 | 6 | -2 | -5 | 0 | 8 | 1
COc1ccc(C(=O)/C=C2/c3ccccc3CC(C)(C)N2C)cc1OC | 0.0 | -4 | -3 | -1 | -3 | 5 | -3 | 4 | 1
CCN(CC(=O)Nc1ccc(NC(C)=O)cc1)C(=O)CCCOc1cccc(C)c1 | 0.4 | 1 | -6 | 13 | 4 | -4 | -6 | 11 | 6
